Assay outcomes: PubChem, NMMLSC
Bim-Bcl-2: inhibitors of Bim-Bcl-2 interaction, human | P10415 | Bead-based flow cytometry, Bim peptide-Bcl-2 binding | inhibition, % at 10 µM | actives 0.06% (n = 190,000) | AID 950; in the data active = inhibition above about 40%;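 also: 0% = no compound wells with probe peptide and 100% = reference peptide inhibitor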
Target sequence (P10415 whole entry, looked up): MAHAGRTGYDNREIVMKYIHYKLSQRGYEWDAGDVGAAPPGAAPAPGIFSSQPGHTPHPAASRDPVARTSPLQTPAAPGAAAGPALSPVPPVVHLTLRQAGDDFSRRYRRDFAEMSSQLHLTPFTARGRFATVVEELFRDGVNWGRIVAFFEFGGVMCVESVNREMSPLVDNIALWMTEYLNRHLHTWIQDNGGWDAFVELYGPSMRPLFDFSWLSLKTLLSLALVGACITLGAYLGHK
Bim-Bfl-1: inhibitors of Bim-Bfl-1 interaction, human. Bead-based flow cytometry, Bim-Bfl-1 binding inhibition. inhibition, % at 10 µM. actives 0.12% (n = 190,000);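 also: 0% = wells without compound plus tracer and 100% = blocker peptide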
Bim-Mcl-1: disrupts Bim peptide binding to human Mcl-1. Q07820. Bead-based flow cytometry, Bim peptide-Mcl-1 binding. inhibition, % at 10 µM. actives 0.1% (n = 190,000). AID 1009;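 also: 0% = no compound tracer wells and 100% = peptide blocker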
ABCB1 block: human ABCB1 inhibition, ABCG2 as counter-screen | P08183 | CCRF-Adr cells, JC-1 efflux, flow cytometry | inhibition, % at 6.6 µM | actives 0.067% (n = 190,000); in the data active = inhibition above about 40%;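 also: 0% = vehicle and 100% = reference inhibitor; higher value means more JC-1 retained so stronger ABCB1 efflux block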
RGS7-Gao reg: human RGS7-Galphao interaction regulation. P09471. Multiplexed bead flow cytometry, RGS7-Galphao binding; actives lie on both sides. binding response (% of control), % at 10 µM. actives 0.35% (n = 220,000). AID 1439; in the data active = binding response below about 49% or above about 150%;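 also: fluorescent Galphao held in activated GDP-AlF4 state binding bead-coupled RGS7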
Target sequence (P09471 whole entry, looked up): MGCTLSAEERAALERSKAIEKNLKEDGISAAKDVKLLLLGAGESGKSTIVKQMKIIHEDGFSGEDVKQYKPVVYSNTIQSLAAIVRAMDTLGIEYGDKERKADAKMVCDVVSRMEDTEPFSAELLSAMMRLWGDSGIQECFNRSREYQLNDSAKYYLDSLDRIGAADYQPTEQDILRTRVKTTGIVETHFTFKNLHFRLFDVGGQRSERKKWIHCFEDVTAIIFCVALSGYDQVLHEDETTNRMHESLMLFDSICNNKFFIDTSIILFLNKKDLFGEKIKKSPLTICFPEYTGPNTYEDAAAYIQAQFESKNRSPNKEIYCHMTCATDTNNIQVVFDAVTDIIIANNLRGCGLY
Bim-Bcl-B: inhibitors of Bim-Bcl-B interaction, human. Q9HD36. bead-based flow cytometry, Bim peptide-Bcl-B binding. inhibition, % at 10 µM. actives 0.073% (n = 190,000);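 also: 0% = tracer peptide without compound and 100% = reference inhibitor peptide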
RGS8-Gao reg: regulators of human RGS8-Galphao interaction | P09471 | multiplexed bead flow cytometry, RGS8-Galphao binding; actives lie on both sides | response (percent of control binding), % at 10 µM | actives 0.34% (n = 220,000) | AID 1423; in the data active = response below about 60% or above about 140%; inactive = in between;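 also: Galphao activated as the GDP aluminium fluoride complex binding bead-coupled RGS8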
RGS4-Gao reg: human RGS4-Galphao interaction regulation; P09471; Multiplexed bead flow cytometry, RGS4-Galphao binding; actives lie on both sides; binding response (% of control), % at 10 µM; actives 0.33% (n = 220,000); in the data active = binding response below about 49% or above about 150%; inactive = in between;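 also: fluorescent Galphao activated with aluminum fluoride binding bead-coupled RGS4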
Bim-Bcl-XL: inhibitors of Bim-Bcl-XL interaction, human; actives 0.04% (n = 190,000); inhibition, % at 10 µM; Bim peptide-Bcl-XL binding, bead flow cytometry, fluorescence; AID 1007; Q07817
Target sequence (Q07817 whole entry, looked up): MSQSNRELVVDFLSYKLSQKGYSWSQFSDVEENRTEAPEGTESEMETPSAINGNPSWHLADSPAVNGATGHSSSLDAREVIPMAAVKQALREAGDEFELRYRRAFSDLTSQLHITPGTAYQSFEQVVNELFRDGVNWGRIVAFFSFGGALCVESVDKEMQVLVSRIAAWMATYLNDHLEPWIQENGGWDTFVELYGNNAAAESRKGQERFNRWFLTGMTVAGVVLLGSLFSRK
Bcl-W Bim block: human Bim-Bcl-W interaction inhibition; Q92843; inhibition, % at 10 µM; actives 0.02% (n = 190,000); bead-based flow cytometry, Bim peptide-Bcl-W binding;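 also: 0% = bound tracer without compound and 100% = peptide blocker; higher means less fluorescent Bim peptide bound to Bcl-W beads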
Target sequence (Q92843 whole entry, looked up): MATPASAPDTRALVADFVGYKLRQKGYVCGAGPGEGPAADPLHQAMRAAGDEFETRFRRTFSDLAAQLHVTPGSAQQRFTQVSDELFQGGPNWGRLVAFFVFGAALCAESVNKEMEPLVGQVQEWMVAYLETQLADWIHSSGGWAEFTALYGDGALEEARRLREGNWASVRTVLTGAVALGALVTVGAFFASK
ABCG2 inh: blocks JC-1 efflux by human ABCG2 transporter; IgMXP3 cells, flow cytometry; inhibition, % at 6.6 µM; actives 0.1% (n = 190,000); AID 1325;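 active = inhibition above 80%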;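 also: 0% = DMSO and 100% = nicardipine control wells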
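Assay system – ABCG2 IgMXP3 and barcoded ABCB1 CCRF-Adr cell mix · Input – 3 million cells/mL in well · Reagent – JC-1 fluorescent substrate · Compound – single test compound dose, 6.6 µM final · Timing – 10 min exposure at 25 °C with rotation, no wash · Detection – flow cytometry of retained JC-1 fluorescence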
Active calls of the source: *. Rule as the data show it, unless noted: active = inhibition above about 40%. Not all compounds are listed; rates above refer to the full screens.

SMILES	Bim-Bcl-2	Bim-Bfl-1	Bim-Mcl-1	ABCB1 block	RGS7-Gao reg	Bim-Bcl-B	RGS8-Gao reg	RGS4-Gao reg	Bim-Bcl-XL	Bcl-W Bim block	ABCG2 inh
O=C(c1ccc(Cl)cc1)C1CCCN(Cc2ccon2)C1 (stereo not drawn)	-1	-6	-1	0.1	99	-3	104	101	-2	-4	0
O=[N+]([O-])c1cccc(CN2CCN(Cc3ccc(Cl)cc3)CC2)c1	-1	-5	0	2.5	101	-1	100	103	2	1	24
CC(C)(C)c1nc(N2CCN(C(=O)c3ccco3)CC2)c2nnn(Cc3ccccc3Cl)c2n1	1	3	0	7.5	103	1	91	91	0	0	23
CC(O)CNc1ccc([N+](=O)[O-])c2cccnc12 (stereo not drawn)	-1	-1	-4	0.5	101	-7	103	103	-6	-1	3
O=C(Nc1ccc(OC(=O)N2CCCC2)cc1)N1CCOCC1	-6	-14	0	0.8	94	-11	97	95	-7	0	12
C=CCn1c(O)c(C(CC)=NCc2cc(OC)cc(OC)c2)c(=O)[nH]c1=O	-3	-8	0	4.4	102	-5	100	101	-3	0	24
CN1C(=O)C(Cc2cccs2)C(=O)N(C)C1=O	-2	-9	0	-0.2	101	-8	100	101	0	3	0
CCN1CC2(COC(=O)c3ccccc3N)CCC(OC)C34C5CC6C(OC)CC(O)(C5C6OC)C(O)(C(OC)C23)C14 (stereo not drawn)	-2	-1	1	1.2	102	2	102	102	-1	0	3
CC(C)c1oc(=O)cc2c1[C@@H](O)[C@H]1OC(=O)[C@@]3(C)C[C@@H](O)[C@@H](O)[C@@]2(C)C13 (stereo partly drawn)	0	0	0	0.2	102	-1	93	94	-1	-1	-3
CCC(=NCCCN(CC)CC)c1c(O)n(-c2ccccc2)c(=O)[nH]c1=O	0	-12	2	0.1	96	-5	95	91	-6	3	1
CCC(=NCCc1ccccc1)c1c(O)n(C2CCCCC2)c(=O)[nH]c1=O	-9	-9	-2	2.4	98	-5	100	101	-3	-2	6
COc1ccc(C2=NCC(=O)N(CC(=O)NCc3ccco3)c3sc4c(c32)CCCC4)cc1OC	-1	-2	-1	-5.2	93	3	96	91	-1	0	-8
O=C(C1CC(=O)N(C2CCCCCCC2)C1)N1CCC2(CC1)OCCO2 (stereo not drawn)	-1	-2	-1	-0.1	94	-1	95	95	0	-1	-1
COC(=O)CC1NC2CCCCC2NC1=O (stereo not drawn)	1	0	-3	0.3	97	0	101	99	0	1	2
COc1ccc(CCNC(=O)c2c(N)n(CCN3CCOCC3)c3nc4ccccc4nc23)cc1OC	2	0	0	29	99	-2	119	97	2	0	53
OC1/C(=C/c2ccc(C(F)(F)F)cc2)N2CCC1CC2 (stereo not drawn)	0	-4	1	0.0	88	-1	98	98	1	0	-1
CC1CN=C(Nc2ccc(F)cc2)S1 (stereo not drawn)	-1	-3	6	0.4	102	-3	106	101	0	-1	1
CCOC(=O)c1c(-n2c(C)cc(C=C3C(=O)NC(=O)NC3=O)c2C)sc2c1CCCC2	3	3	0	1.9	95	2	97	99	1	2	5
Cc1nc2cc(C(=O)N3CCC4(CC3)OCCO4)ccc2n1-c1cccc(F)c1	-1	-5	1	0.1	97	-4	102	99	1	-3	1
CCN1CCN(C(=O)COc2cc(=O)n(CC)c3ccccc23)CC1	-1	-3	-1	0.5	98	0	100	101	-2	-2	4
Clc1cccc(Cl)c1C1N2CCCN12 (stereo not drawn)	-3	-11	0	0.2	91	-6	94	90	1	0	0
CN1CCN(c2ccc([N+](=O)[O-])c3cccnc23)CC1	-5	-1	0	0.0	107	-3	114	107	0	0	3
C/C=C1/CC(C)C(C)(O)C(=O)OCC2CCN3CCC(OC1=O)C23 (stereo not drawn)	0	1	16	0.1	93	0	92	102	0	-4	0
COP(=O)(OC)C(NC(=O)/C=C/c1ccccc1)C(Cl)(Cl)Cl (stereo not drawn)	3	-2	0	-0.2	83	0	96	95	-1	-1	0
C#CCN1CCN(c2cccc(C(F)(F)F)c2)CC1	-2	3	2	2.5	95	-1	101	99	-1	-6	6
O=c1c2ccccc2nc(/C=C/c2ccc3c(c2)OCO3)n1-c1cccc(O)c1	-2	0	-4	-2.8	97	-5	105	103	-3	-2	-6
COc1ccc(-n2c(-c3ccco3)nc3ccccc3c2=O)cc1	-3	-4	0	0.7	98	-2	102	96	-3	-2	2
O=C1NC(=O)C(=Cc2ccc(OCCOc3ccc([N+](=O)[O-])cc3)cc2)C(=O)N1	1	7	0	0.3	98	1	105	101	2	1	0
Cc1cc(NC(=O)COC(=O)c2c(C)nn(Cc3ccccc3Cl)c2Cl)no1	-4	0	-4	0.2	101	-3	98	98	-3	-1	1
CN1CCN(c2c[nH]c(=O)[nH]c2=O)CC1	-10	-21	-3	-0.1	105	-6	101	102	-9	-1	3
CCCCCCn1c(O)c(C=Nc2c(C)n(C)n(-c3ccccc3)c2=O)c(=O)[nH]c1=O	-6	-7	-2	0.3	114	-5	112	116	-5	0	1
CCC1CCCCN1CC(=O)c1ccc(OC(F)F)cc1 (stereo not drawn)	-3	-1	-6	-0.2	99	-7	100	100	-10	-7	0
CCc1ccccc1NC(=O)CSc1nnc([C@@H](N)Cc2c[nH]c3ccccc23)o1	0	-1	0	0.7	107	0	103	110	1	1	5
Cc1ccsc1C(=O)C1CCCN(Cc2cc3ccccc3o2)C1 (stereo not drawn)	-4	-6	-3	0.5	108	-6	103	102	-4	-2	0
Cc1ccc(-n2c(O)c(/C=N/N3CCCCC3c3cccnc3)c(=O)[nH]c2=S)cc1 (stereo not drawn)	0	-11	-4	0.6	104	-21	100	98	-7	-4	1
Cc1c(C(c2ccc(O)cc2)c2c(O)c3ccccc3oc2=O)c(=O)n(-c2ccccc2)n1C (stereo not drawn)	0	0	9	-0.1	99	0	103	96	-1	0	0
CCOC(=O)CC1=C(C(=O)OCC)C2(C(=O)N1)C(C(=O)OC)=C(N)Oc1ccccc12 (stereo not drawn)	-16	-21	-4	0.1	99	-8	97	98	-9	-2	8
COc1ccccc1OCCCn1cc(C(C)=O)c2ccccc21	3	2	12	1.5	95	2	89	95	0	0	12
COc1ccc(-n2c(Cc3ccccc3)nc3ccccc3c2=O)cc1	-2	-6	0	2.9	108	-3	102	101	-2	-1	1
CCn1cc(C(=O)N2CCC3(CC2)OCCO3)c(=O)c2cc(S(=O)(=O)N3CCCC3)ccc21	-10	-11	-1	0.0	103	-7	104	106	-18	1	0
COc1ccc(CC2C(=O)NC(=O)N(c3ccccc3)C2=O)c(OC)c1 (stereo not drawn)	-7	-9	-2	0.5	100	-4	102	101	-6	1	1
CCOP(=O)(OCC)C(NC(=O)c1ccc(Cl)cc1)=C(Cl)Cl	-9	-8	-2	0.4	102	-6	99	101	-8	0	2
COc1cccc(C2C([N+](=O)[O-])=C(N)Oc3c2c(=O)oc2ccccc32)c1 (stereo not drawn)	-2	-1	-3	0.2	99	-2	97	97	-2	-2	2
CCOC(C(=O)OCC(O)CN(CC)CC)(c1ccccc1)c1ccccc1 (stereo not drawn)	-8	-4	-1	-0.3	104	-6	104	104	-4	0	-6
COc1ccc(C(=O)N2CCOCC2)cc1S(=O)(=O)N1CCC(C)CC1	-2	-6	1	0.4	102	-5	103	106	1	7	19
CC(C)CC12CN3CCN(CC(C3)/C1=N/O)C2	-11	-11	-4	0.1	100	-10	103	104	-8	-2	4
CCSP1(=S)N=C(N2CCOCC2)C(C#N)=C2CCCN21 (stereo not drawn)	-1	-1	-2	0.3	104	-3	102	102	-3	-1	0
Fc1ccccc1N1CCN(Cc2c(F)cccc2F)CC1	-4	-13	0	0.2	98	-11	101	98	-7	-2	4

Already shown: an excerpt of the list.
SMILES	Bim-Bcl-2	Bim-Bfl-1	Bim-Mcl-1	ABCB1 block	RGS7-Gao reg	Bim-Bcl-B	RGS8-Gao reg	RGS4-Gao reg	Bim-Bcl-XL	Bcl-W Bim block	ABCG2 inh
CCOC(=O)CC1=C(C(=O)OCC)C2(C(=O)N1)C(C(=O)OC)=C(N)Oc1ccccc12 (stereo not drawn)	-16	-21	-4	0.1	99	-8	97	98	-9	-2	8
COc1ccccc1OCCCn1cc(C(C)=O)c2ccccc21	3	2	12	1.5	95	2	89	95	0	0	12
COc1ccc(-n2c(Cc3ccccc3)nc3ccccc3c2=O)cc1	-2	-6	0	2.9	108	-3	102	101	-2	-1	1

Other structures
SMILES	Bim-Bcl-2	Bim-Bfl-1	Bim-Mcl-1	ABCB1 block	RGS7-Gao reg	Bim-Bcl-B	RGS8-Gao reg	RGS4-Gao reg	Bim-Bcl-XL	Bcl-W Bim block	ABCG2 inh
CN1CCN(c2nc([N+](=O)[O-])nn2C)CC1	-2	-1	0	0.7	99	-3	103	100	-3	-2	1
COc1ccc(C2SCC(=O)Nc3c2c(C)nn3-c2ccccc2)cc1 (stereo not drawn)	-10	-10	0	0.3	101	-11	101	104	-15	-1	1
Cc1nccn1Cc1ccc(Cl)nc1	0	-2	0	1.3	102	-4	102	97	0	-3	8
CN(C)C1=NP(N(C)C)(N(C)C)=NC(c2ccccc2)=N1	-8	-5	17	-2.8	91	-7	99	96	-3	0	-1
COC(=O)C(O)(c1ccc(N(C)C(=O)c2ccc(Cl)c(Cl)c2)cc1)C(F)(F)F (stereo not drawn)	-13	-12	-1	1.2	104	-6	100	103	-4	-1	3
CCOC(=O)C1(CCc2ccccc2)CCN(Cc2cccc3c2OCO3)CC1	-6	1	1	8.1	110	-2	103	110	-2	-2	6
CCCCN1C(=O)NC(=O)C2(Cc3c(nc4ccccn4c3=O)N3CCc4ccccc4C32)C1=O (stereo not drawn)	-1	0	-1	5.3	101	-1	104	102	-2	0	4
CN1Cc2cccnc2N(C)Cc2cc(Cl)ccc21	3	0	0	0.6	101	-1	105	103	0	-1	2
C/C(=N\Nc1cccc2ccccc12)c1c(O)n(Cc2ccccc2)c(=O)[nH]c1=O	-1	-2	-3	0.5	96	-11	87	96	-5	0	1
CCCCCn1c(=O)c(C(=O)NCc2ccncc2)c(O)c2ccccc21	-3	-13	4	0.9	94	-3	97	94	-2	-2	3
OC(c1ccccc1)(c1ccccc1)C1CN2CCC1CC2 (stereo not drawn)	1	-4	13	0.2	101	-3	105	100	4	11	1
CCCCc1nc2ccccc2c(=O)n1-c1ccc(Cl)cc1[N+](=O)[O-]	0	0	-4	0.8	102	-1	100	102	-3	-1	5
CN1OC[C@@H]2COc3ccc4ccccc4c3[C@@H]21	-4	-3	-1	0.7	99	-1	102	103	-3	-2	0
Cc1nc2ccc(N3CCN(C)CC3)cc2nc1C	0	0	-1	0.3	105	-1	101	100	-3	-1	0
Cc1ncc(CN2CCCC(C(=O)c3cccc(Cl)c3)C2)s1 (stereo not drawn)	0	-5	0	0.6	104	-2	107	108	-2	0	4

Gathered by group: those above containing a CF3 group.
SMILES	Bim-Bcl-2	Bim-Bfl-1	Bim-Mcl-1	ABCB1 block	RGS7-Gao reg	Bim-Bcl-B	RGS8-Gao reg	RGS4-Gao reg	Bim-Bcl-XL	Bcl-W Bim block	ABCG2 inh
OC1/C(=C/c2ccc(C(F)(F)F)cc2)N2CCC1CC2 (stereo not drawn)	0	-4	1	0.0	88	-1	98	98	1	0	-1
C#CCN1CCN(c2cccc(C(F)(F)F)c2)CC1	-2	3	2	2.5	95	-1	101	99	-1	-6	6
COC(=O)C(O)(c1ccc(N(C)C(=O)c2ccc(Cl)c(Cl)c2)cc1)C(F)(F)F (stereo not drawn)	-13	-12	-1	1.2	104	-6	100	103	-4	-1	3
